# SF1 activator: activators of human SF-1, primary screen, cell-based, CHO-K1, Gal4-SF-1 LBD, luciferase luminescence; Steroidogenic factor 1 (Homo sapiens), Q13285; CHO-K1 Gal4-SF-1 LBD luciferase reporter; % increase over DMSO SF-1-specific signal; activation, % at 10 µM; 65,000 compounds, 1.9% hits; AID 522, 2006;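 active means activation above the mean activation of all tested compounds plus 3 SD, cut at about 50% in these data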
#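 Test system: CHO-K1 cells co-transfected with Gal4 DBD–human SF-1 LBD, 5xGal4 luciferase reporter. Quantity: 4,000 cells per well. Compound: 10 µM only. Incubation: compound added 1 h post-seeding, 20 h exposure at 37 °C, 5% CO2. Detection: SteadyLite luciferase luminescence. Replication: one test per compound.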
# MMP13 inh: human MMP13 inhibitors, primary screen, biochemical, FRET peptide cleavage. Collagenase 3 (Homo sapiens), P45452. MMP-13 fTHP FRET cleavage, Mca fluorescence. inhibition, % at 4 µM. 65,000 compounds, 0.07% hits;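 active means inhibition above the mean of compound-free control plate wells plus 3 SD, cut at about 14% in these data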;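 further: 0% = DMSO wells and 100% = wells with reference MMP-13 inhibitor after basal subtraction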
# 5HT1E antag: 5-HT1E receptor antagonists, primary screen, cell-based, HTS. inhibition, % at 6 µM. 5-hydroxytryptamine receptor 1E (Homo sapiens), P28566. CHO 5-HT1E Ga15 NFAT-bla reporter, FRET, antagonist. AID 571, 2007. 65,000 compounds, 0.99% hits;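 active means inhibition above a set limit, the mean inhibition across every tested compound plus 3 SD, cut at about 29% in these data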;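 further: signal is the 460 over 535 nm emission ratio of beta-lactamase substrate; 0% = agonist plus DMSO wells and 100% = wells without agonist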
# Target sequence (P28566 whole entry, looked up): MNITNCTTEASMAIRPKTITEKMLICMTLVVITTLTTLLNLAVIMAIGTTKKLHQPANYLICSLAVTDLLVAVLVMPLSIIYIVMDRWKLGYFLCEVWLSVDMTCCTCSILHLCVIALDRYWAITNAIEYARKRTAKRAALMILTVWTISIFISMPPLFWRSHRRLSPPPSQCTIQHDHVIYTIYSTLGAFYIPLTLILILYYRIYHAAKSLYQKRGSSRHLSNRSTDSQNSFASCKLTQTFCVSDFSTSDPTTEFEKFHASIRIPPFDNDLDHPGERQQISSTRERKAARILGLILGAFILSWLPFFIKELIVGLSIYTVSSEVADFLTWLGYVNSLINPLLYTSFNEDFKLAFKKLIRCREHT
# NADH coupling: inhibitors of PK/LDH coupling enzymes, profiling panel, artefact control, biochemical, MLSMR library; coupled PK/LDH NADH assays, four targets; IC50, µM (doses to about 10 µM), without a hit: top-dose inhibition; 65,000 compounds, 0.02% hits;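 active means single-dose screening hits from any of four coupled enzyme assays that gave an IC50 when retested across doses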;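 further: the DPM-DC format reads NADH fluorescence rather than 340 nm absorbance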
# tolC growth inh: growth inhibitors of E. coli tolC mutant, primary screen, strain BW25113 ΔtolC::kan, 384-well; OD615; growth inhibition, % at 10 µM (by protocol); 65,000 compounds, 2.2% hits; AID 573, 2007;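 active means growth inhibition at or above a cutoff equal to the mean over every tested compound plus 3 SD, cut at about 60% in these data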;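 further: growth measured after 20 h incubation at 37 °C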
#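 Test system: E. coli BW25113 ΔtolC::kan bacteria | Medium: Kanamycin-containing LB broth (50 µg/mL) | Dosing: One dose of 10 µM final | Times: 20 h incubation with compound, 37 °C | Detection: Optical density read at 615 nm | Read-out basis: Percent growth inhibition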
# 5HT1a ag: human 5-HT1a receptor agonists, primary screen, cell-based, CHO, Ga15 NFAT-bla reporter; CHO 5-HT1a Ga15 NFAT-bla reporter, FRET ratio; 0% basal, 100% maximal reference agonist; activation, % at 10 µM; 65,000 compounds, 0.56% hits;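 active means activation above the screen-wide mean activation plus 3 SD, cut at about 19% in these data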;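 further: 0% = DMSO wells and 100% = 5-CT at EC100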
# 5-HT1A blocker: human 5-HT1a receptor antagonists, primary screen, cell-based, CHO, Ga15 NFAT-bla reporter; AID 612, 2007; 5-hydroxytryptamine receptor 1A (Homo sapiens), P08908; CHO 5-HT1a Ga15 NFAT-bla reporter, antagonist mode; 62,000 compounds, 0.68% hits; inhibition, % at 10 µM;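 active means inhibition above the mean of all tested compounds plus 3 SD, cut at about 43% in these data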;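 further: receptor stimulated by 5-CT agonist at 100 nM near EC80; beta-lactamase reporter measured by ratiometric fluorescence of a cleavable substrate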
# 5HT1E ag: 5-HT1E receptor agonists, primary screen, cell-based, HTS; CHO 5-HT1E Ga15 NFAT-bla reporter, FRET; 0% DMSO wells, 100% control agonist wells; AID 574, 2007; 5-hydroxytryptamine receptor 1E (Homo sapiens), P28566; 65,000 compounds, 0.69% hits; activation, % at 6 µM;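 active means activation above a set limit, the screen-wide mean activation plus 3 SD, cut at about 8.5% in these data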;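 further: 100% = positive control agonist at 1 µM giving full maximal response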
# RORa activator: activators of orphan receptor RORA, primary screen, cell-based, luminescence | Nuclear receptor ROR-alpha (Homo sapiens), P35398 | CHO-K1 Gal4-RORA LBD luciferase reporter; percent increase over mock-subtracted basal signal | activation, % at 10 µM | 65,000 compounds, 1.5% hits | AID 560, 2006;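 active means activation above the mean of all tested compounds plus 3 SD, cut at about 49% in these data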;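 further: 0% = DMSO-treated RORA cells and 100% = added signal equal to DMSO minus mock-transfected cells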
# Target sequence (P35398 whole entry, looked up, the tested form may be a part): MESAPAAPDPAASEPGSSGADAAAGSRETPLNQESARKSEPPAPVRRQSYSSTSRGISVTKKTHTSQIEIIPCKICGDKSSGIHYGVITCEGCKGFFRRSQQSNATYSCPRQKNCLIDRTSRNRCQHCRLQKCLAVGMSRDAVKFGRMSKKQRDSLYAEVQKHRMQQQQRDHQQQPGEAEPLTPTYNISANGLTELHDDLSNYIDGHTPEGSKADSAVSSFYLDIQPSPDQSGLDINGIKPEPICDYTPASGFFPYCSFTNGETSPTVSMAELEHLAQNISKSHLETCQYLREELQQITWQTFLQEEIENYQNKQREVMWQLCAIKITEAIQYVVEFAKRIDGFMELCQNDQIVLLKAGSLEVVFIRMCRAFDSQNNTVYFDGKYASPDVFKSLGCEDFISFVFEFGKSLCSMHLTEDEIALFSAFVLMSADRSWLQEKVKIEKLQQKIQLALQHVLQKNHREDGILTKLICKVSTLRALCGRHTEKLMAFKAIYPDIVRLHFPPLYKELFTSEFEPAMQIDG
# Starred values were filed as active, the others as inactive; . = not tested or not shown; [ ] = dose if it differs, or a comment.
SMILES,SF1 activator,MMP13 inh,5HT1E antag,NADH coupling,tolC growth inh,5HT1a ag,5-HT1A blocker,5HT1E ag,RORa activator
O=C(c1ccccc1)C(Sc1ncn[nH]1)c1ccccc1 (centres undefined),7,3,4,6%,18,-0.3,1,-0.8,-2
CCCCn1c2nc3ccccc3nc2c2c(=O)n(CCC(C)C)cnc21,-18,-2,2,1%,-14,-5.1,5,-0.2,-13
CN1/C(=C\C(=O)C(F)F)C(C)(C)c2ccccc21,4,5,-4,5%,0,-0.8,-4,0.1,9
CCOc1cc(C(=O)Nc2ccon2)cc(OCC)c1OCC,9,-1,8,11%,16,0.2,11,0.8,9
COc1ccc(CCNC(=O)c2c(O)c3c([nH]c2=O)CCCC3)cc1,4,2,2,4%,-1,0.2,3,0.0,-4
O=C(Cn1cccc1C(=O)c1ccccc1)NCCN1CCCCCC1,17,1,-4,5%,-7,-1.8,5,-0.4,9
CCC1(C)Cc2c(sc3c2c(=O)n(C)c2nnc(SCC(=O)c4ccc(Cl)cc4)n32)CO1 (centres undefined),4,-6,12,0%,15,3.6,.,-1.0,12
CC(C)c1ccc(OCC(O)Cn2cnc3ccccc32)cc1 (centres undefined),-22,-2,-4,2%,48,0.3,1,0.0,14
Cc1ccc(-c2cnc(-c3ccncc3)o2)cc1,65*,-488[fluorescence artefact?],-6,8%[fluoresces],-5,-1.1,4,0.4,58*
CCOc1ccc(Cc2nc(C)c(CC(=O)N3CCOCC3)c(=O)[nH]2)cc1,-5,0,-2,4%,-8,-1.0,2,-0.6,2
O=S(=O)(c1cccc(-c2nnc(SCc3nc4ccccc4s3)o2)c1)N1CCOCC1,46,-1,0,5%,15,0.6,-4,0.5,41
O=c1cc(Cn2nnc(-c3ccc(Cl)cc3)n2)nc2sccn12,-6,-4,1,7%,8,-0.8,-4,0.6,-5
CC1(C)CC(=O)C=C(Nc2ccccc2O)C1,4,7,-6,6%,-17,0.6,5,-0.1,-14
NS(=O)(=O)c1ccc(NS(=O)(=O)c2cccs2)cc1,-3,1,-9,9%,-12,-1.6,-9,0.4,0
Cc1cc(C)cc(N(CC(=O)NCc2cccnc2)S(C)(=O)=O)c1,-5,1,0,4%,1,-0.1,-8,17*,-13
COc1ccccc1NC(=O)c1ccccc1NS(=O)(=O)N1CCCC1,-6,-2,5,7%,21,-4.0,-10,-0.2,-19
CCc1c(C)nc(N)n2c(SCC(=O)N3CCN(c4ccccc4)CC3)nnc12,-15,4,-1,2%,-10,-0.6,-5,-0.4,7
N#Cc1cc(Oc2cccc3cccnc23)c(-n2nnc3ccccc32)cc1C#N,-9,2,10,4%,11,0.9,.,-0.2,-21
O=C(Cn1ccsc1=NC(=O)c1ccco1)c1ccccc1,-5,0,-7,8%,22,-2.5,-3,0.6,-5
CS(=O)(=O)c1ccc2nc(NC(=O)CC3CCCC3)sc2c1,16,0,-11,5%,4,-1.7,-8,-0.3,24
COc1cc2ccccc2cc1C(=O)Nc1cccnc1,50*,1,23,0%,0,-1.8,6,0.4,77*
COc1cc(C(C(=O)NC(C)(C)C)N(Cc2ccccc2)C(=O)c2cnccn2)cc(OC)c1OC (centres undefined),-5,-1,-7,5%,-29,0.2,-2,0.7,1
CCOCC(=O)Nc1nnc(C)s1,10,3,5,8%,-16,-1.3,-1,-0.3,19
CCN(CC)c1ccc(NC(=O)c2[nH]c(C)c(C(C)=O)c2C)c(C)c1,-8,5,4,2%,-23,-3.9,2,0.3,7
CCSc1nnc(-c2ccccc2NC(C)=O)c(=O)[nH]1,24,-2,2,4%,-17,-2.3,13,0.0,0
O=C(Nc1ccncc1)c1ccc2c(c1)OCCO2,21,-4,-4,9%,-4,-1.9,7,-1.1,38
COc1ccc(CC(=O)N2CCOCC2)cc1OC,-3,2,8,3%,-25,-0.1,12,-0.6,-3
CC(C)(C)NC(=O)CN(C(=O)c1ccc(CN2CCOCC2)o1)c1ccc2c(c1)OCCO2,4,0,1,1%,-9,-1.9,5,-0.9,1
N#Cc1ccccc1Cn1c(=O)n(CCCC(=O)NCc2ccc3c(c2)OCO3)c(=O)c2ccccc21,16,1,-4,0%,-20,-2.2,9,1.1,-10
Cn1c(CSc2ncccn2)nnc1SCC(=O)N1CCCCC1,-13,2,8,6%,-24,-0.1,-5,0.0,-14
COc1ccc(S(=O)(=O)N(CC(=O)Nc2cc(C)on2)Cc2ccccc2)cc1,-14,-13,-6,5%,13,0.0,7,-0.6,6
CCc1nnc(NC(=O)CSc2nnc(CCc3nc4ccccc4[nH]3)n2C)s1,8,7,16,6%,-15,-4.7,-7,0.3,-12
COc1ccc(C(C)C)cc1S(=O)(=O)NCc1ccccn1,-17,-6,-9,6%,5,-1.4,0,-1.1,-8
O=C(NC(=O)N1CCN(c2cccc(Cl)c2)CC1)c1ccccc1,25,-1,8,5%,-2,2.6,12,14*,3
CCOC(=O)C1CCN(C(=O)Cn2cc(C(=O)C3CC3)c3ccccc32)CC1,-3,1,7,6%,-8,-1.6,6,-0.4,-16
COc1ccc(S(=O)(=O)Cc2ccc(C(=O)N3CCN(c4cc(Cl)ccc4C)CC3)o2)cc1,-6,5,6,7%,35,0.9,8,-0.5,13
O=C(Cn1nc(-c2ccccc2)c2ccccc2c1=O)Nc1ccccn1,11,6,-2,11%,24,-1.6,3,0.5,8
COc1ccccc1Nc1nc(N)nc(CSc2ncccn2)n1,25,2,5,5%,-7,-0.8,-1,-0.5,-10
Cc1ccc(-c2nc(C3CCN(S(C)(=O)=O)CC3)no2)cc1,11,-2,-7,5%,-22,-1.6,-10,-0.9,8
CCOCCOCN(C#N)c1nc(OC)nc(N(C)C)n1,-7,3,-5,8%,9,0.3,-5,-0.1,-8
CN=c1sc2ccccc2n1CC(O)COc1ccccc1 (centres undefined),-10,1,7,5%,5,0.5,.,1.3,-16
CCOC(=O)Cc1ccc(NS(=O)(=O)c2ccc(SC)cc2)cc1,-1,2,-8,3%,70*,-2.5,9,-1.9,-24
O=C(c1ccc(Cl)cc1)c1ccccc1C(=O)N1CCOCC1,-4,-3,2,3%,4,-1.2,10,-0.6,-34
C=C(C)Cn1c(=O)c(NC(=O)c2ccccc2)c2n(c1=S)CCC2,11,6,-7,0%,-4,-1.5,2,-0.6,-1
CC1Cc2ccccc2N1C(=O)Cn1nnc(-c2ccccc2NC(=O)C2CCC2)n1 (centres undefined),1,2,-6,7%,12,-0.6,21,-0.2,-4
COc1ccc(CNc2ccc3c(c2)nc(C)n3C)cc1,79*,-4,5,9%,10,-2.3,-6,0.7,38
Cc1ccccc1-n1c(=O)cc(N2CC(C)OC(C)C2)[nH]c1=O (centres undefined),5,2,-8,2%,-13,-1.1,7,0.2,0
COc1ccc(-n2ncc3c(N4CCN(c5cccc(C)c5C)CC4)ncnc32)cc1,-6,-2,4,4%,4,0.1,-14,1.6,3
Cc1nn(C(C)C(=O)N2CCc3ccccc3C2)c(=O)c2cc3occc3n12 (centres undefined),0,-4,-3,4%,1,-0.4,2,1.2,-33
COCCNC(=O)C(c1ccc(Cl)cc1)N(C(=O)CCC(=O)Nc1ccccn1)C1CCCC1 (centres undefined),-15,9,-15,7%,5,0.0,5,0.7,-1
O=C(CSc1nnnn1-c1ccccc1)Nc1nc(-c2ccccc2)ns1,11,4,-1,7%,12,-0.1,-10,1.1,-20
O=C1C(Cl)=C(N2CCN(Cc3ccccc3)CC2)C(=O)N1c1ccccc1,-18,6,3,7%,-5,-3.8,17,1.1,-9
CN1CCN(Cc2nc(N)nc(Nc3ccc4c(c3)OCCO4)n2)CC1,13,-4,-7,5%,-9,-0.6,-7,0.1,-5
CCCOc1cccc(C2/C(=C(/O)c3ccccc3)C(=O)C(=O)N2CCN(C)C)c1 (centres undefined),0,-2,-13,2%,16,-1.4,.,0.1,-10
O=S(=O)(Cc1ccccc1)/C1=C(\N2CCOCC2)CCCCCC1,15,4,-4,6%,0,-1.1,-3,-0.6,-13
COc1ccc(-c2n[nH]c(C(F)(F)F)c2-c2cc3ccccc3o2)c(O)c1,-2,-52,21,5%,100*,-0.5,34,0.2,-3
CCc1cc(Br)ccc1N1C(=O)C2CC=CCC2C1=O (centres undefined),-2,0,-5,7%,9,0.2,2,0.3,-5
COc1ccc(S(=O)(=O)NCC2CCC(C(=O)N3CCC4(CC3)OCCO4)CC2)cc1 (centres undefined),4,-1,-11,6%,-14,-0.1,-16,0.9,-28
Cc1ccc2c(c1)NC(=O)C(CC(=O)NCCCN1CCCCC1C)O2 (centres undefined),-5,3,-3,5%,-12,-1.9,1,0.8,0
CCOc1ccccc1Nc1nc(N)nc(CSc2nccc(C)n2)n1,1,-3,1,1%,2,1.6,1,0.4,4

# (list continues)
SMILES,SF1 activator,MMP13 inh,5HT1E antag,NADH coupling,tolC growth inh,5HT1a ag,5-HT1A blocker,5HT1E ag,RORa activator
O=C(NCc1ccccn1)c1ccc(N2CCCC2=O)cc1,24,-8,2,1%,9,-2.0,4,-0.1,12
COC(=O)c1ccc(C(=O)OC)c(NC(=O)COC(=O)C23CC4CC(CC(O)(C4)C2)C3)c1,3,-5,6,4%,0,0.7,-11,-0.3,-18
CC(C)C1O/C(=N/C(=O)Nc2ccc(Cl)c(Cl)c2)NC1=O (centres undefined),3,4,3,3%,98*,-0.3,10,0.0,7
CCn1c(=O)cc(SCC(=O)N2CCN(C(=O)c3ccco3)CC2)c2ccccc21,-10,-4,-3,4%,0,10,-12,0.4,-14
Cc1ccc(Cn2ccc(NC(=O)c3cc(-c4ccc(Cl)cc4)on3)n2)cc1,-11,-2,5,3%,-22,0.1,-14,1.1,-7
COc1ccc(N=C(C)C2=C(O)COC2=O)cc1,2,5,-6,6%,-8,-2.0,16,-0.4,0
CCOC(=O)N1CCN(C(=O)CCSc2ccc(C)cc2)CC1,24,1,5,5%,14,-0.7,-5,0.4,16
Cc1c(C(=O)N2CCc3ccccc32)oc2c1C(=O)CC(C)(C)C2,45,-4,0,2%,-4,-0.4,-5,1.1,43

# Gathered by group, those above containing a thiophene ring, fused or not.
SMILES,SF1 activator,MMP13 inh,5HT1E antag,NADH coupling,tolC growth inh,5HT1a ag,5-HT1A blocker,5HT1E ag,RORa activator
CCC1(C)Cc2c(sc3c2c(=O)n(C)c2nnc(SCC(=O)c4ccc(Cl)cc4)n32)CO1 (centres undefined),4,-6,12,0%,15,3.6,.,-1.0,12
NS(=O)(=O)c1ccc(NS(=O)(=O)c2cccs2)cc1,-3,1,-9,9%,-12,-1.6,-9,0.4,0

# Source: PubChem BioAssay
